BAZ2B block – blocks human BAZ2B | Q9UIF8 | actives 4.4% (n = 360,000) | Potency, µM (titrated, usually from 114 µM), inactives show at the highest dose activity change, negative = inhibition, most hits filed as inhibitors | AlphaScreen BAZ2B-H3K14Ac peptide displacement; note: % is set by controls: 0 for no effect and ±100 for the full control effect; nearly all actives have a fitted effect of over 60% in size
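AlphaScreen luminescence quantifies BAZ2B engagement of H3K14Ac peptide; the protein and biotinylated peptide are both at 50 nM final, buffer PBS pH 7.4 with 0.01% Tween-20, all steps at room temperature.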
JMJD2A Tudor inh – inhibitors of human JMJD2A Tudor domain; AlphaScreen JMJD2A-Tudor / H3K4me3 peptide binding; Potency, µM (highest dose often 114 µM), without a hit: at the highest dose activity change, negative = inhibition, actives largely listed as inhibitors; actives 4.4% (n = 390,000); AID 504339; note: % is set by controls: 0 for no effect and ±100 for the full control effect; nearly all actives have a fitted effect of over 50% in size
Tb PGK inh – inhibitors of T. brucei phosphoglycerate kinase | P07378 | PGK/GAPDH coupled, Kinase-Glo luminescence, 60 min | Potency, µM (doses to about 57.5 µM), without a hit: at the top dose activity change, negative = inhibition, actives largely listed as inhibitors | actives 0.043% (n = 380,000) | AID 602233; note: % is set by controls: 0 for no effect and ±100 for the full control effect; nearly all actives have a fitted effect of over 60% in size
Target sequence (P07378 whole entry, looked up): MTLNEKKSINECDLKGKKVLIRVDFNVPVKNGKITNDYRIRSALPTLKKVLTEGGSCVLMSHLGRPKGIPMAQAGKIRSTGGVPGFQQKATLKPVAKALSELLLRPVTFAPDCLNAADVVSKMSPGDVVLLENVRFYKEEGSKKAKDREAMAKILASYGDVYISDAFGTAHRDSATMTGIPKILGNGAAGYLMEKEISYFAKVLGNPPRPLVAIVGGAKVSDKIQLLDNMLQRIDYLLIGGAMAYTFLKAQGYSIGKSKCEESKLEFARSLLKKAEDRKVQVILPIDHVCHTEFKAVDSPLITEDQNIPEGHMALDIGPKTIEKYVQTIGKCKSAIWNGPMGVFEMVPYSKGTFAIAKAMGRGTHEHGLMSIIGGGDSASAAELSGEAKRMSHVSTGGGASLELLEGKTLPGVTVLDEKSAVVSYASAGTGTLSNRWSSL
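Luminescent ATP detection (Kinase-Glo Plus) follows a 60-minute room-temperature incubation, with wells lacking PGK as controls. Buffer: 100 mM TEA (pH 7.6), 5 mM MgCl2, 0.01% Tween-20. Coupling enzyme GAPDH (100 nM final) supplies unstable 1,3-BPG in-well.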
GLS inhibitor – blocks human kidney-isoform glutaminase activity. O94925. GLS enzymatic activity, qHTS titration. Potency, µM (titrated, usually from 45.5 µM), inactives show at the highest dose activity change, negative = inhibition, actives largely listed as inhibitors. actives 0.21% (n = 410,000); note: % is set by controls: 0 for no effect and ±100 for the full control effect
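Glutamate formation by hKGA was monitored fluorometrically using coupled glutamate oxidase, HRP and Amplex Red. Substrate was added as 1 mM L-glutamine solution; incubation was 30 min at RT after an initial read.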
Pin1 inhibitor – blocks the human prolyl isomerase Pin1; Q13526; actives 0.009% (n = 390,000); Pin1 FP peptide displacement, HiFluor488, 10 min; Potency, µM (highest dose often 115 µM), inactives show at the highest dose activity, negative = inhibition, actives largely listed as inhibitors; active = well fitted inhibition curve with a large enough effect in the polarisation, with a control signal flat, not every such curve was filed as active; inconclusive = small, poorly fitted or top-dose-only effect, or effect the other way, or a change in a side signal; inactive = no such curve, though single readings can be large or run the other way; the % refers to the polarisation; note: % is set by controls: 0 for no effect and ±100 for the full control effect
Target sequence (Q13526 whole entry, looked up): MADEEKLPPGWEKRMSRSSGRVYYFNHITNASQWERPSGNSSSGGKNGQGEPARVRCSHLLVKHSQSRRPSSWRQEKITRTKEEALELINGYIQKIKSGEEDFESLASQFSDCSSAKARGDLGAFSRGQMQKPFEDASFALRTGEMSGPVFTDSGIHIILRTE
G9a block – blocks human histone lysine methyltransferase G9a. Q96KQ7. G9a H3K9 monomethylation, AlphaScreen, 2 h. Potency, µM (top dose mostly 102 µM), for inactives: at the top dose activity, negative = inhibition, most hits filed as inhibitors. actives 8.8% (n = 350,000). AID 504332; note: % is set by controls: 0 for no effect and ±100 for the full control effect; nearly all actives have a fitted effect of over 75% in size
Target sequence (Q96KQ7 913-1193 limits assumed): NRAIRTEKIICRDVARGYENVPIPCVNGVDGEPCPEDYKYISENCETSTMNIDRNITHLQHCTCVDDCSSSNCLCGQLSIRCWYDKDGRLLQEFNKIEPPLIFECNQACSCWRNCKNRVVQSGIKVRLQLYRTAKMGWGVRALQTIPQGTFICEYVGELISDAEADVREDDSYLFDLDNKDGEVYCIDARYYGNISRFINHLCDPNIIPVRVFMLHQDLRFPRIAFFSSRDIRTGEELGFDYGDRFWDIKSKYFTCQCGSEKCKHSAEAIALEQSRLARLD
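G9a (20 nM) was preincubated 15 min with compound, then reacted 2 h at room temperature with 500 nM biotin-H3K9 peptide and 20 µM SAM. Monomethyl-H3K9 detected by AlphaScreen using anti-H3K9me1 antibody.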
HP1b chromo inh – inhibitors of HP1-beta chromodomain binding to methylated histone tails; Potency, µM (highest dose often 114 µM), for the others: at the highest dose activity change, negative = inhibition, most hits filed as inhibitors; AID 540317; actives 0.56% (n = 390,000); P83916; AlphaScreen HP1-beta / biotin-H3K9me3 peptide binding; note: nearly all actives have a fitted effect of over 70% in size; inactives centre near 23
Target sequence (P83916 whole entry, looked up): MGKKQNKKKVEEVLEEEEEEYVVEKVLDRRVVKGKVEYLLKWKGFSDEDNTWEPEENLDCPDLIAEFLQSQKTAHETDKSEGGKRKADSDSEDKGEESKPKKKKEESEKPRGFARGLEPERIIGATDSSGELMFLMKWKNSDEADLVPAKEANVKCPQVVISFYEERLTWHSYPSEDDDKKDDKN
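HP1-beta protein (50 nM final) preincubated 30 min at room temperature with biotinylated H3(1-18)K9me3 peptide (50 nM) in PBS pH 7.4, 0.01% Tween-20, then compound added for 30 min. AlphaScreen streptavidin donor/nickel chelate acceptor beads (10 ug/mL final), 30 min dark, luminescence read.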
BLM inh – inhibitors of human Bloom syndrome helicase BLM. actives 0.2% (n = 350,000). recombinant BLM DNA unwinding, fluorescence dequenching. Potency, µM (series often up to 56.1 µM), for inactives: at the highest dose activity change, negative = inhibition, most hits filed as inhibitors. AID 2528;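 note: plate controls were vehicle for no effect and no enzyme for full effect; nearly all actives have a fitted effect of over 35% in size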
Pol iota inh – DNA polymerase iota (human) inhibition. Pol iota fluorescent replication assay, 10 min. Q9UNA4. actives 1% (n = 390,000). Potency, µM (titrated, usually from 115 µM), for inactives: top-dose activity, negative = inhibition, hits mostly inhibitors
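Fluorescent replication assay read twice, at 0 min and 10 min after adding 50 nM (final) substrate. Enzyme (10 nM) and compounds were first incubated 15 min at room temperature; enzyme-free buffer wells were negative controls.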
The depositor's hits bear a star; i = inactive; ? = inconclusive; · = not tested or not shown; & = joins results of further samples; [ ] = remark or other dose. Unless noted, calls come from the whole dose curve; as a rule, active = well fitted curve in the direction sought with a large enough effect; inconclusive = small, poorly fitted or top-dose-only effect, or another doubt; inactive = no such curve, though single readings can be large; an effect the other way counts as inactive or inconclusive. Potency is the fitted concentration of half-maximal effect. These rows are one share of the data (hit frequency here may not be typical).

entry	BLM inh	Pol iota inh	GLS inhibitor	HP1b chromo inh	JMJD2A Tudor inh	Tb PGK inh	Pin1 inhibitor	BAZ2B block	G9a block	compound
1	-3%	-8%	-3%	35%	13%[11.4 µM]	-6%	1%	?	-42%[12.7 µM]	CC(=O)c1ccc(NC(=O)CSc2nccn2CCc2ccccc2)cc1
2	-10%	4%	-5%	?	32µM*	4%	-8%	5µM*	10µM*	COc1ccc(-n2c(-c3ccc(C)cc3)cc3c2CC(C)(C)CC3=O)cc1Cl
3	-2%	50%[activator]	9%	33%	-14%	i	0%	-5%	9%	CC(C)Cn1c(N)c(C(=O)COC(=O)[C@@H]2CCCN2C(=O)c2cccs2)c(=O)n(C)c1=O
4	8%	11%	-2%	15%	-23%	-1%	-1%	-2%	?	CCOc1ccc(CCNC(=O)CSCc2ccc(C)cc2)cc1OCC
5	·	-9%	3%	29%	-11%	-3%	-8%	·	·	CC(=O)C[C@@H](O)CC(=O)[C@@H]1OC(=O)CCCCCCCc2ccccc21
6	-9%	-3%	-12%	33%	-1%[57.1 µM]	1%	5%	-6%	-2%[59 µM]	COc1ccc(NS(=O)(=O)c2ccc(NC(=O)Cc3cccs3)cc2)cc1
7	-4%	-1%	-11%	5%[57 µM]	-22%	i	-7%	-15%	-3%[59 µM]	Cc1cc(C)cc(-n2ccnc2SCC(=O)Nc2nc3ccc(C)cc3s2)c1
8	-2%	129%[activator]	5%	34%	-6%	9%	2%	1%	·	CCc1ccc(N(CC(=O)NC(C)C)C(=O)CCC(=O)Nc2ccccn2)cc1
9	-3%	?	21%	?	-3%	-8%	-3%	-9%	-10%	O=c1oc2c(-c3cccc(F)c3)cc(O)cc2s1
10	·	69%[activator]	-2%	23%	-1%	1%	8%	·	·	Cn1c(N)c(C(=O)COC(=O)CNC(=O)c2ccccc2F)c(=O)n(C)c1=O
11	1%	35%	0%	39%[activator]	-10%	-3%	-2%	1%	-37%	CCc1nnc(NC(=O)c2nn(-c3ccccc3)nc2C)s1
12	-2%	22%	14%	12%	-4%	-1%	-2%	7%	-6%[12.7 µM]	COc1ccc(C)cc1S(=O)(=O)Nc1ccccc1
13	-11%&-5%	29%	3%	7%	-26%	-1%	0%	1%	-30%[59 µM]	COc1ccc(COc2cc(-c3cccc(OC)c3)nc3ccc(NC(=O)c4ccc(Cl)cc4)cc23)cc1
14	1%	18%	1%	64%[activator]	9%	-1%	17%	-4%	?	CC1(C)Cc2c(sc3nnn(Cc4ccc(Cl)cc4)c(=O)c23)CO1
15	2%	64%[activator]	8%	31%	-24%	-8%	-11%	-2%	4%	C=CCS(=O)(=O)N1CCCC(C(=O)c2cccc(Cl)c2)C1 (stereo unspecified)
16	-2%	15%	0%	40%[activator]	-1%	-3%	4%	0%	11%	O=C(CSCc1ccc(C(=O)O)cc1)Nc1ccccc1
17	-3%	22%	-9%	34%	-2%	-2%	-3%	-15%	-12%	OC(CN1CCN(Cc2ccccc2)CC1)c1ccccc1 (stereo unspecified)
18	-1%	157%[activator]	-11%	40%[activator]	-11%	-8%	6%	-3%	?	O=C(c1cc2ccccc2o1)N1CCN(S(=O)(=O)/C=C/c2ccccc2)CC1
19	·	24%	-1%	20%	-4%	i	-1%	·	·	O=C(COC(=O)c1cc(=O)c2ccccc2o1)Nc1ccccc1F
20	1%	-8%	-6%	24%	-18%	i	-1%	8%	-2%	OC(C[n+]1ccccc1)c1ccccc1 (stereo unspecified)
21	3%	2%	-23%	39%	-13%	1%	4%	23%	5%[12.7 µM]	O=C(Nc1cccc(Cl)c1)C1CCCN(S(=O)(=O)c2ccc(F)cc2)C1 (stereo unspecified)
22	-10%	13%	-1%	18%	-20%[57.1 µM]	-4%	9%	3%[57.1 µM]	-7%	Cc1cc(C)cc(OCC(=O)NNC(=O)c2cc3ccccc3oc2=O)c1
23	-3%	0%	-3%	11%	-34%	-8%	0%	?	?	O=C(CN(CCc1ccccc1)C(=O)Cn1nnc(-c2cccs2)n1)NCc1ccco1
24	-1%	12%	-1%	29%	-4%	2%	-1%	9%	16%[59 µM]	COc1cccc(NC(=O)CCS(=O)(=O)c2cccs2)c1
25	4%	?	1%	3%[57 µM]	-33%	2%	-8%	?	2%[59 µM]	Cc1ccc(C)c(N2CCN(C(=O)CS(=O)(=O)c3cccc4nsnc34)CC2)c1
26	-8%	?	2%	-9%	-28%	-7%	-1%	-36%	-11%[2.33 µM]	CCOC(=O)c1c(-c2cccc([N+](=O)[O-])c2)csc1NC(=O)C1CC1
27	0%	119%[activator]	-3%	18%	8%	2%	3%	1%	-10%[2.33 µM]	O=c1c2ccccc2n(CC(O)CN2CCOCC2)c2ccccc12 (stereo unspecified)
28	23%	12%	3%	-20%	?	-12%	-4%	-32%	?	Cc1nc(/N=C(\N)NC(=O)NC2CCCCC2)nc2ccccc12
29	·	36%[activator]	5%	?	?	-7%	-7%	50µM*	?	CCOC(=O)C1CCCN(C(=O)c2ccc3[nH]c4c(c3c2)CC(C)CC4)C1 (stereo unspecified)
30	-2%	25%	38%[activator]	33%	-21%	-22%	-2%	-8%	-24%	COc1ccc(CC(C)N2CCN(c3ccccc3)CC2)cc1OC (stereo unspecified)
31	·	73%[activator]	-1%	16%	-3%	0%	25%	-34%	4%[0.501 µM]	N#Cc1ccsc1NC(=O)C1CC(=O)N(Cc2ccccc2)C1 (stereo unspecified)
32	·	15%	0%	25%	-9%	i	-3%	·	·	CC(C)C(NC(=O)c1c(F)cccc1F)C(=O)NNC(=O)c1ccccc1 (stereo unspecified)
33	3%	3%	-4%	29%	-7%	-7%	-4%	-25%	?	COc1ccccc1-n1cnnc1SCC(=O)N1CCN(S(=O)(=O)c2ccccc2)CC1
34	-2%	-3%[58.9 µM]	8%	4%	-29%	-9%	-7%	1%	-8%	C=CCn1c(SCC(=O)NC(C)(C)C)nnc1-c1ccccc1O
35	-2%	?	-4%	0%	-3%	2%	-1%	2%	0%	Nc1nc(NCc2ccco2)nc(NC2CCCCC2)c1[N+](=O)[O-]
36	1%	146%[activator]	5%	84%[activator]	22%	2%	5%	47%[activator]	41%[activator]	O=C(NCc1ccccc1)c1nc2ccccc2s1
37	-4%	62%[activator]	1%	28%	3%	1%	-8%	3%	0%	Cc1nnc(SCC(=O)NC(=O)NC(C)(C)C)s1
38	-3%	19%	2%	17%	-17%	6%	-4%	79µM*	·	CNC(=O)c1[nH]cnc1C(=O)Nc1ccc(OC)cc1
39	-3%	?	-3%	12%	-22%	1%	10%	-1%	-26%[59 µM]	CCOc1cccc(C(=O)Nc2cc(-c3ccc(C)cc3)no2)c1
40	-2%	8%	13%	26%[57 µM]	56µM*	0%	3%	2%	·	CC(C)Oc1ccc(CCc2nnc(SC(C)C(=O)O)n2-c2ccccc2)cc1 (stereo unspecified)
41	0%	15%	2%	15%[57 µM]	-17%	-9%	3%	10%	21%[59 µM]	O=S(=O)(NCc1nc2cccnc2n1Cc1ccc(F)cc1)c1ccc(Cl)s1
42	-6%	24%	-5%	63%[activator]	-36%	6%	-3%	-25%	-39%	Cc1ccc(Nc2nc3ccccc3n3cnnc23)cc1Cl
43	-7%	50%[activator]	-12%	15%	-24%	-1%	-1%	-3%	19%[59 µM]	O=C(COc1ccc(Cl)cc1)Nc1ccc2[nH]ncc2c1
44	-2%	30%[activator]	5%	-3%	-11%	-10%	-12%	-13%	25%	CCn1c(SCC(=O)Nc2ccc(NC(C)=O)cc2)nc2c1c(=O)n(C)c(=O)n2C
45	-11%	7%	1%	23%	-21%	-5%	18%	-2%	2%[59 µM]	COc1cc(C)ccc1OCCSc1nc2ccc(NC(=O)c3cccs3)cc2s1
46	-3%	-15%	11%	?	18µM*	1%	-5%	56µM*	-10%[0.501 µM]	O=[N+]([O-])c1ccc(N2CCN(CC3CCCCC3)CC2)cc1
47	4%	-15%	10%	28%	-12%	0%	2%	-16%	·	COc1ccccc1NC(=S)N1CCC(NC(=O)C23CC4CC(CC(C4)C2)C3)CC1
48	-3%	-24%	3%	41%[activator]	-7%	-1%	1%	-15%	22%[12.7 µM]	C/C(=N\NC(N)=O)C1CC(CC(C)C)C(=O)O1 (stereo unspecified)
49	4%	46%[activator]	-10%	10%[57 µM]	-15%	4%	11%	-35%	?	COc1ccc(OC)c(C2NC(=S)NC(C)=C2C(=O)Nc2ccccn2)c1 (stereo unspecified)
50	-8%	112%[activator]	6%	0%	-19%	-4%	8%	2%	-1%	COc1cccc(/C=C/C(=O)OCC(=O)Nc2cc(S(=O)(=O)N3CCOCC3)ccc2C)c1
51	-8%	21%	29%	25%	-16%	-3%	-8%	22%	37%[59 µM]	Cc1cc(C)n(CCC(=O)N/N=C/c2ccccc2O)n1
52	1%	129%[activator]	1%	16%	-5%	1%	-1%	-1%	33%[activator]	CC(C)Oc1ccc(C(CC(=O)O)NC(=O)Cc2ccc(Cl)cc2)cc1 (stereo unspecified)
53	-7%	-21%	27%	8.9µM*	6.3µM*	-3%	?	3.2µM*	-47%[2.33 µM]	Cc1cc(N(C)C)ccc1N=Nc1ccc2ncccc2c1
54	·	-5%	3%	33%	-10%	7%	-1%	-2%	-8%[59 µM]	CC(C)(C)C(=O)Nc1ccc(S(=O)(=O)NC2=NCCCCC2)cc1
55	3%	7%	9%	22%	-7%	13%	-1%	-7%	?	COc1ccc(OC)c(S(=O)(=O)N2CCCCC2C(=O)N2CCN(c3ccccn3)CC2)c1 (stereo unspecified)

Three structures from above, ordered by molecular weight, largest number first.
entry	BLM inh	Pol iota inh	GLS inhibitor	HP1b chromo inh	JMJD2A Tudor inh	Tb PGK inh	Pin1 inhibitor	BAZ2B block	G9a block	compound
47	4%	-15%	10%	28%	-12%	0%	2%	-16%	·	COc1ccccc1NC(=S)N1CCC(NC(=O)C23CC4CC(CC(C4)C2)C3)CC1
49	4%	46%[activator]	-10%	10%[57 µM]	-15%	4%	11%	-35%	?	COc1ccc(OC)c(C2NC(=S)NC(C)=C2C(=O)Nc2ccccn2)c1 (stereo unspecified)
42	-6%	24%	-5%	63%[activator]	-36%	6%	-3%	-25%	-39%	Cc1ccc(Nc2nc3ccccc3n3cnnc23)cc1Cl
